# mcGAS RapidFire – blocks mouse cGAS cGAMP production | Q8C6L5 | recombinant mouse cGAS, cGAMP by RapidFire MS | inhibition, % at 12.5 µM | 130,000 compounds, 0.18% hits;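 active means inhibition of cGAS enzyme activity at or above 60%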;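 further: enzyme stimulated by 45 bp dsDNA with ATP and GTP substrates; cGAMP share of summed cGAMP plus half ATP and half GTP signals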
# Target sequence (Q8C6L5 whole entry, looked up): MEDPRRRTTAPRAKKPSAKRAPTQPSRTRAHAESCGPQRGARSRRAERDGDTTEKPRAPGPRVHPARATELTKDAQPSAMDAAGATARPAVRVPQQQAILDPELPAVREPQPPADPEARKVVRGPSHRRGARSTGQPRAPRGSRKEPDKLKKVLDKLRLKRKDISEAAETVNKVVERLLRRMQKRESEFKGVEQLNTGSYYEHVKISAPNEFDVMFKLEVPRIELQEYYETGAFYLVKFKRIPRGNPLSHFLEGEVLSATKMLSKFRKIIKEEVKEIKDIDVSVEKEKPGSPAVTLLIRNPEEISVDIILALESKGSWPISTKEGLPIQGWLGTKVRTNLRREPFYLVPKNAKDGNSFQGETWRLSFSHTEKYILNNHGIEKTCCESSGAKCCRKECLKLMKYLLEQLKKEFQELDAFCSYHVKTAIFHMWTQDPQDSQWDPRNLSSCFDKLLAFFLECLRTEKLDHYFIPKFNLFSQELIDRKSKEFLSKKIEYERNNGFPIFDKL
# Starred values were filed as active, the others as inactive; & = joins results of further samples.
entry	molecule	mcGAS RapidFire
1	CC(=O)N1CCC2(CC1)OC(=O)C(C)=C2C(=O)N1CCCC1	-10.0
2	O=C(Cn1cnc2sc(-c3ccccc3)cc2c1=O)NC1CCOc2ccccc21 (centres undefined)	0.3
3	CC(C)N1CCC(NC(=O)c2cnc3onc(CC(C)(C)C)c3c2)C1 (centres undefined)	-14.3
4	CCN(CC)C1CCN(Cc2ccc(C(=O)Nc3cnn(C)c3)cc2)C1 (centres undefined)	-11.9
5	CCN(CC)c1ccc(NC(=O)C2CCN(C(=O)c3cccs3)CC2)cc1	-4.6
6	CCn1nnc2c(=O)n(Cc3ccccc3)cnc21	-3.0
7	CCC(C)(C)NC(=O)c1ccc(S(=O)(=O)NCCC#N)cc1	-5.4
8	CCn1nc(C(=O)O)c2c1CCC(NCC1CCOCC1)C2 (centres undefined)	-8.2
9	CC(C)C(CNc1ccc(S(=O)(=O)N2CCOCC2)cc1[N+](=O)[O-])N1CCCCCC1 (centres undefined)	-8.4
10	COc1ccccc1Cn1c(C)c(C(=O)NCc2ccc(C#N)cc2)sc1=O	-10.1
11	Cc1cccn2c(CNC(=O)[C@@]34CC[C@@](C)(OC3=O)C4(C)C)cnc12	-6.7
12	CCC(CCO)NC(=O)Cc1ccc(Br)s1 (centres undefined)	-4.3
13	CN1CCN(CC(=O)N/N=C\C2CC=CCC2)CC1 (centres undefined)	5.2
14	C/C(=N\N1CCN(C)CC1)c1ccc2c3c(cccc13)CC2	0.5
15	CC1CCc2c(sc3nn[nH]c(=O)c23)C1 (centres undefined)	-3.1
16	CCCC(CCC)C(=O)Nc1cc(-c2cccs2)nn1-c1nc(C)cc(=O)[nH]1	-1.9
17	c1cncc(-c2nc(NC3CCCC3)c3c4c(sc3n2)CCC4)c1	-10.9
18	Cc1c(CNC2CCCN(c3ncccn3)C2)cc(C#N)n1C (centres undefined)	-4.7
19	Cc1sc2ncnc(Nc3ccc(CN4CCOCC4)cc3)c2c1C	40.8
20	CC(C)(C)SCC(=O)Nc1cc(Cl)cc(Cl)c1	-4.9
21	CC(C)Oc1ccc(CNC(=O)NCC(O)c2cccn2C)cc1F (centres undefined)	-6.6
22	CCOc1ccc(NC(=O)Cn2cnc3c(nnn3-c3ccccc3)c2=O)cc1	3.8
23	Cc1nc(SCC(=O)N(C)Cc2ccc3nsnc3c2)n[nH]1	-42.7
24	CC(NC(=O)CCCN1C(=O)c2cccc3cccc(c23)C1=O)C12CC3CC(CC(C3)C1)C2 (centres undefined)	0.9
25	Cc1cc(OC(=O)C2CC(=O)N(c3ccc4c(c3)OCCO4)C2)ccc1C(C)C (centres undefined)	-2.3
26	O=S(=O)(c1ccc2c(c1)OCCCO2)N1CCCCC1c1nc2ccccc2s1 (centres undefined)	-5.3
27	Cn1cc(Nc2cccc(NC(=O)C3CC3c3ccco3)c2)cn1 (centres undefined)	-1.7
28	O=C(NC(=S)Nc1ccc(Nc2ccccc2)cc1)C1CC1	-7.1
29	COc1ccc(C2C3(C#N)C(N)=NC(OC)(OC)C23C#N)cc1 (centres undefined)	12.6
30	Cc1nc(CCNC(=O)CC2COCCN2)nc2c1CCC2 (centres undefined)	16.8
31	CN(C)c1ncccc1CNCc1cccc(Oc2ccccc2)c1	2.6
32	Cc1cc(NC(=O)CNc2cc(Cl)ccc2OCC2CCCO2)no1 (centres undefined)	-10.1
33	C(=C\c1ccco1)/CN1CCC(Cc2noc(C3CC3)n2)CC1	-0.5
34	CSc1ccc(Cn2cc(C(=O)NCc3cccc(C(F)(F)F)c3)sc2=O)cc1	-31.9
35	Clc1ccc2oc(-c3cccnc3)nc2c1	0.1
36	CCOCC(O)Cn1ccnc1-c1c(OC)ccc(F)c1F (centres undefined)	7.2
37	Cn1nnnc1SCCNC(=O)[C@@H]1Cc2ccccc2N1	-2.2
38	CN1[C@@H]2CC[C@H]1CC(OC(=O)c1c[nH]c3ccccc13)C2 (some centres undefined)	-9.0&-0.7
39	COCCn1c(SC(C)C#N)nc2sc3c(c2c1=O)CCC3 (centres undefined)	-1.6
40	CC(C)CNC(=O)c1cccc(CN(C)C2CCS(=O)CC2)c1 (centres undefined)	-51.5
41	Cc1ccc(-n2ncc3c(=O)n(NC(=O)C45CC6CC(CC(C6)C4)C5)cnc32)cc1C	-5.1
42	CCCCOc1ccc(C2=N/C(=C\C(Cl)=C\c3ccccc3)C(=O)O2)cc1	-7.0
43	Cc1c(C#N)c(=O)c(-[n+]2ccccc2)c(S)n1-c1ccc(Cl)cc1	-10.3
44	Cc1c(C(=O)N(C)Cc2ccc(F)cc2)sc(=O)n1Cc1ccc2ccccc2c1	-8.6
45	CCOC(=O)C1=C(C)N(c2ccc3c(c2)OCCO3)C(=S)NC1c1cccc(F)c1 (centres undefined)	-7.7
46	CNc1nc(C)c(C(=O)N2CCN(Cc3ccc(C)cc3)C(=O)C2C)s1 (centres undefined)	6.7
47	CCOC1CCN(C(=O)c2c[nH]c3c(C)cccc3c2=O)CC1	-3.6
48	CCCN(CC(=O)Nc1cc(C)nn1C(C)(C)C)Cc1cnn(C)c1	-15.2
49	CCN1CCC(NC(=O)CN2CCN(S(=O)(=O)c3ccc(Br)c(C)c3)CC2)CC1	-8.5
50	O=C1CC(C(=O)NCCCCc2ccccc2)c2ccc(F)cc2N1 (centres undefined)	-4.2

# (next part)
entry	molecule	mcGAS RapidFire
51	Cc1ccc(Cn2nc(-c3ccc4c(c3)OCO4)ccc2=O)cc1	-10.9
52	COc1cc(C)c(NC(=O)c2cc(C)c(C)s2)cc1OC	0.0
53	c1cncc(-c2noc(C3CCCN(Cc4cc5n(n4)CCCNC5)C3)n2)c1 (centres undefined)	-16.7
54	CN(CC1COCCO1)C(=O)c1cn(Cc2cccc(C(F)(F)F)c2)nn1 (centres undefined)	-5.7
55	CNC(=O)c1ccc(-c2cccc3ccccc23)o1	-6.3
56	CCC(=O)N[C@@H]1c2ccccc2C2(CCN(C(=O)c3ncc(C)[nH]3)CC2)[C@H]1OCc1cccnc1	-4.0
57	O=C(CSc1nnc(CNC(=O)c2cccs2)n1-c1cccc(C(F)(F)F)c1)Nc1ccccc1F	-6.2
58	NC(=O)c1cccc(OCCC(=O)N2CC3(CC3)c3ccccc32)c1	-0.3&0.7
59	CCOc1ccc(NC(=O)c2cncc(Br)c2)cc1F	-4.8
60	OC(COc1ccccc1CN1CCc2ccccc2C1)CN1CCCCC1 (centres undefined)	2.0
61	O=C(CC12CC3CC(CC(C3)C1)C2)NNC(=O)C12CC3CC(CC(C3)C1)C2	-9.5
62	CNC(=O)c1ccc(=O)n(Cc2ccc(F)cc2Br)c1	-10.0
63	COc1ccccc1N1C(=O)C2C(C1=O)C1C=CC2C12CC2 (centres undefined)	-5.6
64	Cc1noc(C(F)(F)F)c1C(=O)Nc1cccc(N2CCN(CC3CC3)CC2)c1	-1.5
65	CSc1ccccc1NC(=O)CN(C)CCOC1CCCCC1C (centres undefined)	-5.4
66	Cc1nnsc1C(=O)N1Cc2cnn(Cc3ccc(F)cc3)c2C1	-14.3
67	CCCN1CC(NC(=O)C(=O)Nc2ccccc2Cl)CC1=O (centres undefined)	-0.2
68	Cc1cc2c(SCC(=O)Nc3ccccc3)ncnc2s1	7.1
69	CC(OC(=O)C1CSC2(CCCC2)C(=O)N1)C(=O)NCc1ccccc1Cl (centres undefined)	-0.8
70	CC(C)c1ccccc1NC(=O)NCCN1CCN(c2ncccn2)CC1	6.0
71	CCOC(=O)CN1CCN(c2cc(OC)ccc2OC)C(=O)C1C (centres undefined)	-9.9
72	C=CCn1c(SCCO)nc2scc(C3CC3)c2c1=O	2.3
73	Cc1ccc(CNC(=O)CN2CCc3sccc3C2)cc1	-8.4
74	Cc1cc(O)c(C2=Nc3ccccc3SC(c3ccc([N+](=O)[O-])cc3)C2)c(=O)o1 (centres undefined)	-4.3
75	Nn1ccc2nc3ccn(C4CCCCCC4)c(=O)c3cc2c1=O	-9.4
76	Cc1ccn2c(NC3CCCCC3)c(-c3cccc(O)c3)nc2c1	-4.7
77	O=C(NC(=S)NC1CCCCCCC1)c1ccco1	-20.1
78	COc1ccc(CNC(=O)CN(C)Cc2ccc(C3CC3C)o2)cc1OC (centres undefined)	5.5
79	Cc1cccc(-c2cn(CCCn3nnc4ccccc43)nn2)n1	-9.6
80	OCC1(CCOc2ccccc2)CCCN(c2nccc3occc23)C1 (centres undefined)	-20.0
81	Cn1c2ccccc2n2c(C=O)c(-c3ccccc3)nc12	3.1
82	O=C(c1ccc(C(F)(F)F)o1)N1CCC2(CC1)CCN(Cc1ccccc1)C2=O	-7.5
83	O=C(NCCCn1ccnc1)c1ccc(Br)o1	-24.0
84	Cn1nnnc1SCC(=O)N1N=C(c2cccs2)CC1c1cccs1 (centres undefined)	-0.1
85	O=C(O)c1[nH]ncc1CN1CCN(c2nsc3ccccc23)CC1	-15.5
86	Cc1ccc(CNC(=O)Cn2c(CO)cnc2SCc2ccc(C)cc2)cc1	-10.9
87	Cc1ccc(N2C(=O)CSC2c2c(F)cccc2Cl)cc1F (centres undefined)	-11.9
88	COC(=O)c1cn(Cc2nc(-c3cc(OC)c4c(c3)OCO4)oc2C)cn1	-11.4
89	CC1=CC(=NNc2nc(C)cc(=O)[nH]2)CC(C)(C)C1	-1.6
90	COc1ccc2nc(SCC(=O)c3ccc(NS(C)(=O)=O)cc3)[nH]c2c1	-3.1
91	COC(=O)c1cc(-c2ccc(OC)c(OC)c2)on1	-1.0
92	CCn1cc(NC(=O)Nc2ccc(N3CCCC3)cc2C)cn1	-5.1
93	Cn1c(N)c(C(=O)CSc2nccc(=O)[nH]2)c(=O)n(C)c1=O	-5.7
94	CSc1nnc(SCC(=O)Nc2ccccc2)s1	-3.6
95	O=C(Cc1c[nH]c2ccccc12)NC1CC2CC1C1CCCC21 (centres undefined)	20.8
96	NC(=O)CC1(NS(=O)(=O)c2ccc(Br)s2)CCOCC1	-4.7
97	CCCNC(=O)Cn1nc(C(C)C)c2cnn(-c3ccc(F)cc3)c2c1=O	-5.6
98	CN(Cc1cn(-c2ccccc2)nc1-c1ccco1)C(=O)CCC(=O)O	-3.0
99	CC(C)(C)OC(=O)Nc1ccc(F)cc1NC(=O)C1CCC(=O)N1 (centres undefined)	-12.1
100	CC(C)C(=O)N1CCCC(C(=O)Nc2ccc(Br)cn2)C1 (centres undefined)	-6.3

# Some of the entries above in a different format:
66. Cc1nnsc1C(=O)N1Cc2cnn(Cc3ccc(F)cc3)c2C1
  mcGAS RapidFire = -14.3
100. CC(C)C(=O)N1CCCC(C(=O)Nc2ccc(Br)cn2)C1 (centres undefined)
  mcGAS RapidFire = -6.3
85. O=C(O)c1[nH]ncc1CN1CCN(c2nsc3ccccc23)CC1
  mcGAS RapidFire = -15.5
13. CN1CCN(CC(=O)N/N=C\C2CC=CCC2)CC1 (centres undefined)
  mcGAS RapidFire = 5.2

# Following part.
entry	molecule	mcGAS RapidFire
101	CN(C)S(=O)(=O)N(C)Cc1ccccc1	-9.9
102	NC(=O)CCN(C(=O)COc1cccc(Br)c1)c1ccc(F)cc1	0.1
103	CCn1c(C2CCCN(Cc3cc(=O)c4ccccc4[nH]3)C2)n[nH]c1=O (centres undefined)	-12.7
104	CCc1cccc(NC(=O)N2C3CCC2CN(CC)CC3)c1 (centres undefined)	-7.1
105	O=c1[nH]c2ccccc2c(O)c1Sc1ccccc1	-6.7
106	CC(C#N)OC(=O)c1c(-n2cccc2)sc2c1CCCC2 (centres undefined)	-5.0
107	Cc1ccc2nc(C)c(NC(=O)Cc3ccc(F)cc3)c(=O)n2c1	-5.4
108	CC(NC(=O)c1cnc(Nc2ccccc2)nc1)c1cnn(C)c1 (centres undefined)	-4.7
109	C=CCn1c(-c2ccc(Br)cc2)n[nH]c1=S	6.1
110	CN(Cc1ccc2ccccc2c1)C(=O)CCC1NC(=O)NC1=O (centres undefined)	-5.8
111	CCC(CC)NC(=O)CN1C(=O)C(=O)N(CCC2=CCCCC2)C1=O	-7.7
112	CNC(=O)NC(=O)C(C)Sc1nnc(-c2ccc(C(C)(C)C)cc2)n1C (centres undefined)	2.3
113	COCC(C)NCc1noc(Cc2cccs2)n1 (centres undefined)	-4.6
114	Cc1ccc(S(=O)(=O)CCC(=O)NC2(C)CCS(=O)(=O)C2)cc1 (centres undefined)	-15.3
115	Cc1ccccc1-c1cnnc(NCC2CCCN(c3ncccn3)C2)n1 (centres undefined)	0.3
116	Cc1ccc(Cl)cc1NC(=O)C(C)OC(=O)CC1C=CS(=O)(=O)C1 (centres undefined)	-4.4
117	CCOC(=O)C(C(C)=O)C1CCS(=O)(=O)C1 (centres undefined)	-0.8
118	Cn1c(=O)c2c(ncn2CCn2cnc3c2c(=O)n(C)c(=O)n3C)n(C)c1=O	-8.3
119	CN(Cc1nccn1Cc1ccccc1)C(=O)CC1COCCN1 (centres undefined)	-9.8
120	COCCN1CCCC(O)(CNCc2c(F)cccc2Cl)C1=O (centres undefined)	-10.3
121	Cc1nc(NS(=O)(=O)c2ccc(Br)s2)c2c3c(sc2n1)CCC3	-11.9
122	Cc1c(Br)c(C(F)(F)F)nn1CC(=O)N1CCCC1	-14.8
123	O=C(Nc1cccc(C(=O)N2CCCC2)c1)c1ccc(-c2ccco2)[nH]c1=O	-3.8
124	CC(C)S(=O)(=O)Oc1cccc(CNCc2ccc(F)cc2)c1	-8.8
125	c1csc(-c2nnn(CN3CCCC(c4nc5ccccc5s4)C3)n2)c1 (centres undefined)	-0.6
126	Cc1cc(C(=O)NCCc2ccc(Cl)cc2)c(C)o1	-9.9
127	CCC(C)(CCCN)C1OCCO1 (centres undefined)	1.0
128	CC(C)c1noc(-c2ccnc(N3CCN(C)c4ccccc4C3)c2)n1	-1.5
129	CCCS(=O)(=O)N1CCC(NC(=O)c2cc(Cl)cc(Cl)c2)CC1	7.0
130	O=c1ccc(-c2cccc([N+](=O)[O-])c2)nn1Cc1c(F)cccc1Cl	5.8
131	CN1C[C@]23C=C[C@H](O2)[C@H](C(=O)NC2CCC(n4cnnc4)CC2)[C@@H]3C1=O (some centres undefined)	-16.4
132	CCCCc1noc(CN2CCCC2C2CCCN2Cc2ccccc2)n1 (centres undefined)	-4.7
133	CCCCOC(=O)N(CCC)OC(=O)Nc1ccccc1	-10.0

# Screening data deposited in PubChem BioAssay by Fisher Drug Discovery Resource Center.

# These rows are one share of the data; the hit share may differ from the screen's.
